NPC1 prom act = activators of NPC1 promoter; 2.4% of 320,000 active; Potency, µM (series often up to 9.22 µM), for inactives: at the highest dose activation, most hits filed as activators; Huh7 NPC1 promoter luciferase reporter, 24 h;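 also: potency is read from the fitted curve at half-maximal effect; % of control where 0% means no effect; nearly all actives have a fitted effect of over 60% in size; reporter is driven by a mutant NPC1 promoter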
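Huh7 reporter cells (NPC1 promoter driving luciferase) are dosed with compound for 24 h at 37 °C, 5% CO2; luciferase detection reagent is then added and luminescence measured after 10 min at ambient temperature.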
FLuc counter = counter-screen for miR-21 project: firefly luciferase inhibitors or activators. P08659. purified FLuc, Km substrates, luminescence inhibition. Potency, µM (top dose mostly 57.5 µM), for the others: at the highest dose activity change, negative = inhibition, hits mostly inhibitors. 6.9% of 360,000 active. AID 588342;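 also: potency is read from the fitted curve at half-maximal effect; plate controls were vehicle for no effect and reference inhibitor for full effect; nearly all actives have a fitted effect of over 55% in size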
Target sequence (P08659 whole entry, looked up): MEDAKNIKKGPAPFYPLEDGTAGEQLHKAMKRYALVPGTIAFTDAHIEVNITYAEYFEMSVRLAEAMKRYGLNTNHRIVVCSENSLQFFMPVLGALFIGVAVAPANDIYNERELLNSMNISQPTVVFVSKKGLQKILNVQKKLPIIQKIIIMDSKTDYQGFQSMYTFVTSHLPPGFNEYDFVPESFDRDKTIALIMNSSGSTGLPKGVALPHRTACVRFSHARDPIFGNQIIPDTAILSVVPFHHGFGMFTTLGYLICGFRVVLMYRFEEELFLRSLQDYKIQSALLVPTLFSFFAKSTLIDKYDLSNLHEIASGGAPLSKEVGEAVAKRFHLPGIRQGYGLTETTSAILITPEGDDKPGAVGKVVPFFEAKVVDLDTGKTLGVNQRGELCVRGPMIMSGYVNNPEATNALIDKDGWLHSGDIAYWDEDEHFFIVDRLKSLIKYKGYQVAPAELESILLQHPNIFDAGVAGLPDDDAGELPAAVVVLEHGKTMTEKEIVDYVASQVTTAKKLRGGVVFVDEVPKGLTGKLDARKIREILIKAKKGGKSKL
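Purified P. pyralis luciferase, 10 nM final, with Km-level 10 uM D-luciferin and 10 uM ATP in 50 mM Tris acetate pH 7.5, 10 mM Mg acetate, 0.01% Tween-20, 0.05% BSA; 6-point qHTS titration about 60 µM downward; luminescence read.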
PKM2 activator = increases activity of human pyruvate kinase M2; P14618; purified PKM2, Kinase-Glo ATP luminescence, activation; response scale: 0% is enzyme alone, no compound; Potency, µM (highest dose often 57.5 µM), for inactives: top-dose activation, usual class: activators; 0.34% of 260,000 active; also: potency is read from the fitted curve at half-maximal effect; % is scaled to controls: 0 for no effect and ±100 for the full control effect; nearly all actives have a fitted effect of over 55% in size
Target sequence (P14618 whole entry, looked up): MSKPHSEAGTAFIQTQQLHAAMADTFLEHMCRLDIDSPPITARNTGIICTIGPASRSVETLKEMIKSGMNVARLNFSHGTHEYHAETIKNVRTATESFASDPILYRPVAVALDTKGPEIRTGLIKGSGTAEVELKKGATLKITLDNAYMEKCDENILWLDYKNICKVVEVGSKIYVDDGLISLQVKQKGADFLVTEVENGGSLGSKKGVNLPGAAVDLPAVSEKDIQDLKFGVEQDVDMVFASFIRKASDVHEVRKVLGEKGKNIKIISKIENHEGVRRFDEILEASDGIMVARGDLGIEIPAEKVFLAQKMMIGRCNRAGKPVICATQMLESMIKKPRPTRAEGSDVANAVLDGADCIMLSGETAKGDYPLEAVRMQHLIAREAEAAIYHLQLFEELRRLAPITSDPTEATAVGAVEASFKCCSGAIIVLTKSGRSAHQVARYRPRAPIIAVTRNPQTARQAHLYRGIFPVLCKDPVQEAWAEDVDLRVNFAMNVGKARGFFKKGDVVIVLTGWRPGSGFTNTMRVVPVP
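ATP formation by purified human PK-M2, quantified via coupled luciferase luminescence after 1 h at room temperature with 0.1 mM ADP and 0.5 mM PEP final.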
KCNH2 3.1 block = blocks the human KCNH2 3.1 channel isoform; activity change, % (tested at about 1.8 µM); 0.95% of 340,000 active; U2OS KCNH2 3.1, thallium flux FluxOr; stronger effect = lower value;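 active = maximum activity change below -70%; inconclusive = maximum activity change from -70% to -50%; inactive = maximum activity change above -50%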;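 also: thallium influx rate constant from kinetic fluorescence after stimulation buffer; % is scaled to controls: 0 for no effect and ±100 for the full control effect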
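Channel expression came from 3.1 mutant virus (1.77 x 10^8 /mL) applied to suspended U2OS cells for 4 h. Flux was tracked with FluxOr dye plus Red40 quencher, and kinetic rate constants normalized to controls.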
Rab9 promoter act = activates the Rab9 promoter | Huh7 Rab9 promoter-luciferase reporter, luminescence, 24 h | Potency, µM (top dose mostly 9.22 µM), for inactives: at the highest dose activation, negative = inhibition, actives largely listed as activators | 2.8% of 320,000 active; also: potency is read from the fitted curve at half-maximal effect; % of control where 0% means no effect; nearly all actives have a fitted effect of over 60% in size
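Steps: seed 1500 Huh7 Rab9-luc cells per well, rest 2 h at 37 °C; add compound in DMSO; incubate 24 h; add luciferase reagent, 10 min ambient; read luminescence.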
VP16 counter = counter-screen for ROR gamma inhibitors: Gal4-VP16 reporter; Drosophila S2 Gal4-VP16 UAS-luciferase, luminescence, 20 h; Potency, µM (titrated, usually from 53.6 µM), for the others: at the top dose activity, negative = inhibition, actives largely listed as inhibitors; 3.5% of 310,000 active; AID 2546;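 also: Gal4-VP16 expression switched on by copper sulfate through the metallothionein promoter; potency is read from the fitted curve at half-maximal effect; % is scaled to controls: 0 for no effect and ±100 for the full control effect; nearly all actives have a fitted effect of over 50% in size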
Menin-MLL TR inh = inhibitors of human menin-MLL interaction, mutant MLL peptide | O00255 | Menin + Texas Red MLL mutant peptide, fluorescence polarization | Potency, µM (series often up to 61.6 µM), without a hit: at the highest dose FP activity change, negative = inhibition, usual class: inhibitors | AID 1768 | 0.23% of 270,000 active; active = well fitted inhibition curve with a large enough effect in the polarisation, with a control signal flat, not every such curve was filed as active; inconclusive = small, poorly fitted or top-dose-only effect, or effect the other way, or a change in a side signal; inactive = no such curve, though single readings can be large or run the other way; the % refers to the polarisation; also: potency is read from the fitted curve at half-maximal effect; % of control where 0% means no effect; many of its hits are not listed in these tables
Mito fusion act = mitochondrial division inhibition or fusion activation | 0.23% of 320,000 active | S. cerevisiae fusion-defective mutant growth rescue, CellTiterGlo 48 h | Potency, µM (highest dose often 46.1 µM), inactives show top-dose growth rescue (activation), actives largely listed as activators | AID 485298;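 also: potency is read from the fitted curve at half-maximal effect; % of control where 0% means no effect; nearly all actives have a fitted effect of over 45% in size; temperature-sensitive fusion mutants such as fzo1-1 at 37 °C on non-fermentable ethanol glycerol medium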
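Compounds are tested for their ability to restore growth of mitochondrial fusion-defective yeast strains at non-permissive 37C in YPEG medium over 48 hours. Viability is quantified by luciferase luminescence.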
RORgamma inh = inhibitors of mouse ROR gamma transcriptional activity | Drosophila S2 Gal4-RORgamma UAS-luciferase reporter, 20 h | Potency, µM (titrated, usually from 53.6 µM), without a hit: at the highest dose activity change, negative = inhibition, hits mostly inhibitors | 5.4% of 310,000 active | AID 2551 | P51450; also: potency is read from the fitted curve at half-maximal effect; % is scaled to controls: 0 for no effect and ±100 for the full control effect; nearly all actives have a fitted effect of over 60% in size
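Using a luciferase readout, inhibitors were identified by reduced reporter activity in Drosophila cells coexpressing a copper-inducible Gal4–ROR gamma fusion and UAS-driven Photinus luciferase, incubated 20 hr after 700 uM copper sulfate.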
MBNL1-CUG inh = MBNL1-poly(CUG) RNA binding inhibition; Q9NR56; TR-FRET MBNL1-His/biotin-(CUG)12 binding, 665/545 ratio; Potency, µM (series often up to 57.5 µM), inactives show at the top dose activity change, negative = inhibition, most hits filed as inhibitors; 0.036% of 280,000 active; active = well fitted inhibition curve with a large enough effect in the signal ratio, with a control signal flat, not every such curve was filed as active; inconclusive = small, poorly fitted or top-dose-only effect, or effect the other way, or a change in a side signal; inactive = no such curve, though single readings can be large or run the other way; the % refers to the signal ratio; also: potency is read from the fitted curve at half-maximal effect; % is scaled to controls: 0 for no effect and ±100 for the full control effect
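Ratiometric TR-FRET (665 over 545 nm, excitation 340 nm) tracks disruption of MBNL1-His/biotin-(CUG)12 complex after 60 min at room temperature, with compounds at 92 nM to 58 uM final.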
ELG1 repair inh = ELG1-dependent DNA repair inhibition; 2.3% of 330,000 active; AID 504467; Potency, µM (titrated, usually from 46.1 µM), inactives show at the highest dose activity change, negative = inhibition, hits mostly inhibitors; HEK293T ELG1-luciferase reporter, luminescence, 16 h; DNA damage induced by 5-fluorouridine; also: potency is read from the fitted curve at half-maximal effect; % is scaled to controls: 0 for no effect and ±100 for the full control effect; nearly all actives have a fitted effect of over 55% in size
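Reporter activity after DNA damage by 5-fluorouridine is monitored. Compound-treated cells incubate 16 hr at 37 °C, then ONE-Glo is added for 30 min before luminescence reading.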
* = called active by the depositor; u = inconclusive; x = no result given; & = joins results of further samples; [ ] = another dose, or the depositor's remark. Unless noted, calls follow the shape of the dose curve; as a rule, active = well fitted curve in the direction sought with a large enough effect; inconclusive = small, poorly fitted or top-dose-only effect, or another doubt; inactive = no such curve, though single readings can be large; an effect the other way counts as inactive or inconclusive.

SMILES	NPC1 prom act	FLuc counter	PKM2 activator	KCNH2 3.1 block	Rab9 promoter act	VP16 counter	Menin-MLL TR inh	Mito fusion act	RORgamma inh	MBNL1-CUG inh	ELG1 repair inh
CCC(C)NC(=O)c1cc(C)no1 (centres undefined)	2%	7%	-9%	-4	0%	-2%	10%	-2%	4%	-3%	u
CCc1nc(-c2ccc(-c3ccc(OC)cc3)nc2OC)no1	u	21µM*	13%	1	u	0%	1%	7%	u	32%[activator]	u
COc1ccc(Cn2c(=O)[nH]c3cc(C(=O)N4CCN(c5ccc(C(C)=O)cc5)CC4)ccc3c2=O)cc1	-6%	2%	4%	-16	-8%	-13%	-9%	5%	44%	-7%	u
Cc1cccc(CC2CC(=O)N(c3ccc([N+](=O)[O-])cc3)C2=O)c1 (centres undefined)	-6%	0%	2%	3	-4%	x	17%	0%	x	u	0%
COc1ccc(-c2ccc(SCC(=O)NC3CCCC3)nn2)cc1OC	11%	15µM*	-13%	x	3%	4%	x	-1%	-6%	-2%	u
COc1ccc(CC(=O)OCC(=O)c2ccc[nH]2)cc1	-6%	-22%	x	13	0%	x	x	2%	x	x	u
CCOC(=O)N1CCC(Nc2c(NCCCN(CC)c3cccc(C)c3)c(=O)c2=O)CC1	-1%	0%	-1%	1	-2%	-8%	-9%	1%	20%	-13%	-17%
CCCCOc1cccc(/C=N/NC(=O)c2csc(C)c2C)c1	20%	7.6µM*	-5%	-6	13%	-7%	2%	-3%	u	10%	-13%

Reprinted from the part before: two entries, followed by the next part.
SMILES	NPC1 prom act	FLuc counter	PKM2 activator	KCNH2 3.1 block	Rab9 promoter act	VP16 counter	Menin-MLL TR inh	Mito fusion act	RORgamma inh	MBNL1-CUG inh	ELG1 repair inh
CCOC(=O)N1CCC(Nc2c(NCCCN(CC)c3cccc(C)c3)c(=O)c2=O)CC1	-1%	0%	-1%	1	-2%	-8%	-9%	1%	20%	-13%	-17%
CCCCOc1cccc(/C=N/NC(=O)c2csc(C)c2C)c1	20%	7.6µM*	-5%	-6	13%	-7%	2%	-3%	u	10%	-13%
O=C(O)CCCCCCNC(=O)c1cncc(O)c1	0%	5%	12%	15	1%	-3%	-6%	1%	-15%	-8%	-2%
Cc1ccc(C2N3CC4([N+](=O)[O-])CN2CC([N+](=O)[O-])(C3)C4(C)C)cc1 (centres undefined)	1%	0%	2%	-9	1%	-22%	-12%	-5%	-34%	-6%	u
COC(=O)CSc1nc(-c2ccccc2)cc(-c2ccco2)c1C#N	-2%	2%	1%	-27	u	-19%	u	13%	-22%	13%	-19%
O=c1cc(O)c(-c2ccccc2)c(Cl)[nH]1	-3%	-1%	5%	-11	0%	4%	11%	-1%	-2%	-2%	13%
C[C@]12CCC[C@H](O1)[C@H]([C@@H](O)c1ccccc1)O2	-1%	3%	x	0	2%	x	x	-1%	x	x	u
COc1cc(Cl)ccc1NC(=S)N(CCN(C)C)C(C)c1ccncc1 (centres undefined)	-2%	1%	-1%	12	0%	8%	x	-2%	-16%	6%	2%
O=S1(=O)C=CC(c2ccccc2)C1 (centres undefined)	1%	-2%	-3%	15	-1%	-7%	x	-6%	-2%	-9%	0%
CCN1CCc2c(OCc3ccccc3)cccc2C1=O	-6%	-8%	-2%	11	-1%	0%	-16%	10%	11%	2%	u

(more compounds)
SMILES	NPC1 prom act	FLuc counter	PKM2 activator	KCNH2 3.1 block	Rab9 promoter act	VP16 counter	Menin-MLL TR inh	Mito fusion act	RORgamma inh	MBNL1-CUG inh	ELG1 repair inh
CCCOc1ccc(NC(=O)CC2C(=O)N(C)C(=S)N2Cc2ccc3c(c2)OCO3)cc1 (centres undefined)	-3%	5%	5%	-17	0%	1%	u	6%	38%	2%	-29%
CCCOc1ccccc1NC(=O)c1ccc(N)cc1	8%	-8%	11%	-2	5%	5%	14%	14%	1%	3%	5%
CCn1cc(C(=O)N[C@@H](CCSC)C(=O)NC(C)(C)CO)c(=O)c2cc3c(cc21)OCO3	-4%	0%	x	5	-1%	-2%	-23%	-8%	-4%	0%	10%
CCC(C(=O)NCCc1c[nH]c2cc(OC)ccc12)c1ccccc1 (centres undefined)	4%	0%	x	1	-1%	-14%	-9%	27%	36%	-1%	-24%
O=C(O)c1cn(C2CCCCC2)c2ccccc2c1=O	1%	-3%	1%	3	-3%	0%	x	0%	-4%	-2%	u
COc1ccc2c(c1OC)C(=O)OC2Nc1ccccc1S(=O)(=O)C(F)F (centres undefined)	7%	2%	-3%	2	-2%	7%	11%	6%	15%	-17%	16%
O=C(CCC1CCCN(C(=O)CCC(F)(F)F)C1)NCc1ccc(F)c(F)c1 (centres undefined)	0%	-2%	-4%	17	-3%	-2%	49%[activator]	-1%	-1%	-11%	-4%
CCc1nn(CC(=O)NCCCc2ccccc2)c(=O)c2cc3cc(F)ccc3n12	-4%	0%&-5%	x	-3	6%	1%	4%	1%	-5%	4%	13%

Additional records follow:
SMILES	NPC1 prom act	FLuc counter	PKM2 activator	KCNH2 3.1 block	Rab9 promoter act	VP16 counter	Menin-MLL TR inh	Mito fusion act	RORgamma inh	MBNL1-CUG inh	ELG1 repair inh
CN(C)C(CNC(=O)NC1CCCCC1)c1cccnc1 (centres undefined)	0%	6%	-2%	-14	4%	-6%	1%	0%	5%	-2%	4%
COc1ccccc1C(=O)N/C(=C\c1ccccc1)C(=O)NC(C)C(=O)O (centres undefined)	-6%	-1%	17%	9	1%	2%	u	-7%	0%	-9%	12%
CCOC(=O)C1(Cc2cccc(Cl)c2)CCCN(CCO)C1 (centres undefined)	-5%	2%	0%	-9	-4%	-6%	-7%	-4%	-16%	2%	1%
Cc1cccc(NC(=O)C2(c3ccccc3)CCOCC2)c1	-2%	0%	-14%	-8	-2%	3%	18%	5%	4%	0%	-2%
C=CCSc1nnc(Cn2c(=O)sc3ccccc32)n1C	-3%	2%	-1%	-1	-2%	-3%	-9%	-1%	-8%	-1%	0%
Cc1nc2nc(-c3cccnc3)[nH]n2c(=O)c1Cc1ccccc1	-2%	u	2%	5	12%	-14%	9%	-3%	-16%	-3%	6%
Cc1cc(C)c([N+](=O)[O-])cc1-c1ccc(/C=N/NC(=O)c2nonc2N)o1	-1%	-6%	12%	-5	0%	u	u	4%	11µM*	20%	0%
O=C(NCc1ccccc1)c1csc2c1CCCCC2	0%	-5%	5%	-1	8%	9%	-17%	12%	-11%	-7%	21%

Three entries already listed, ordered by their value in RORgamma inh, high to low:
Compound,RORgamma inh
COc1ccccc1C(=O)N/C(=C\c1ccccc1)C(=O)NC(C)C(=O)O (centres undefined),0%
O=C(NCc1ccccc1)c1csc2c1CCCCC2,-11%
Cc1nc2nc(-c3cccnc3)[nH]n2c(=O)c1Cc1ccccc1,-16%

(listing goes on)
SMILES	NPC1 prom act	FLuc counter	PKM2 activator	KCNH2 3.1 block	Rab9 promoter act	VP16 counter	Menin-MLL TR inh	Mito fusion act	RORgamma inh	MBNL1-CUG inh	ELG1 repair inh
CC1(c2ccccc2)NC(=O)N(CC(=O)N(CC(=O)Nc2ccccc2C(F)(F)F)Cc2ccco2)C1=O (centres undefined)	-1%	5%	x	3	-4%	x	x	-2%	x	x	-4%
OCC1CCCN(c2ncnc3scc(-c4ccccc4)c23)C1 (centres undefined)	1%	-11%	1%	-3	11%	-13%	5%	u	-1%	14%	u
CS(=O)(=O)c1ccc(Cl)c(NC(=O)COC(=O)CCN=C2NS(=O)(=O)c3ccccc32)c1	2%	0%	x	-10	-2%	x	x	-1%	x	x	11%
CCOC(=O)N1CCN(C(=O)c2ccc(N3C(=O)c4ccccc4C3=O)cc2)CC1	1%	6%	-13%	18	1%	-1%	-11%	-1%	3%	u	0%
CC(OC(=O)c1ccc(Cl)nc1)C(=O)NC(C)(C)C (centres undefined)	-4%	0%	4%	19	-1%	17%	4%	-9%	12%	4%	2%
CCc1cc(C(=O)NCC(c2ccco2)N2CCCCC2)sc1C (centres undefined)	-1%	6%	x	-3	-3%	x	x	1%	x	x	8%
CC1CCCN(C2(O)C(=O)Nc3ccc(Cl)cc32)C1 (centres undefined)	-9%	0%	x	15	-2%	2%	-9%	14%	-15%	20%	-4%

Screens (PubChem BioAssay)

Some of the compounds tested; the hit share may differ from the screen's.
